Screens deposited in PubChem BioAssay by several laboratories.
KLK5 inh – inhibitors of human kallikrein 5. Q9Y337. recombinant hK5, fluorogenic AMC substrate cleavage. inhibition, % at 5 µM. 210,000 compounds, 0.59% hits. AID 873;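 active = inhibition of 40% or more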;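 note: 0% = enzyme controls without compound and 100% = no-enzyme blanks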
FXIa inh – inhibitors of human coagulation factor XIa; inhibition, % at 5 µM; P03951; 220,000 compounds, 0.14% hits; purified FXIa, Boc-Glu-Ala-Arg-AMC fluorogenic substrate;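 active = inhibition of at least 40%; inactive = inhibition below 40%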;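 note: fluorescence of freed AMC excited at 355 nm; 0% = enzyme without compound and 100% = no enzyme blank; many of its hits are not listed in these tables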
FXIIa inh 1536 – inhibitors of human coagulation factor XIIa | P00748 | purified FXIIa, Boc-QGR-AMC fluorogenic substrate, 2 h | inhibition, % at 5 µM | 220,000 compounds, 0.3% hits | AID 800; in the data active = inhibition above about 40%;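 note: 0% = enzyme with no compound and 100% = blank without enzyme; many of its hits are not listed in these tables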
Hck-Nef inh – inhibitors of human Hck kinase activated by Nef; AID 463187; inhibition, % at 20 µM; P08631; 220,000 compounds, 0.68% hits; Recombinant Hck-YEEI plus Nef, Z-Lyte FRET kinase assay;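 active = Hck-Nef kinase inhibition above about 50%, limit read from the data; inactive = inhibition below that limit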;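 note: 0% = DMSO with Hck plus Nef and 100% = Hck alone without Nef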
L929 necroptosis – blocks zVAD induced death of L929 cells; L929 zVAD necroptosis rescue, ATP luminescence, 24 h; with zVAD 60 µM; viability rescue, % at 10 µM; 220,000 compounds, 0.38% hits; AID 1377;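 active = activation, scaled between plate controls, above about 75%, limit read from the data; inactive = activation under that limit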;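 note: 0% = zVAD with DMSO and 100% = DMSO alone without zVAD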
Cl transport mod – modulates chloride dependent transport by human KCC2 | KCC2 cells, thallium flux FluoZin-2 fluorescence | AID 1456 | B-score of Tl+ flux slope (higher = more flux/activation; lower = inhibition) at 10 µM | 190,000 compounds, 2.2% hits | Q9H2X9;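 active = thallium flux slope and its plate-corrected score both differing from the plate sample mean at a set confidence after two filtering rounds, in either direction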;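 note: slope of fluorescence scaled to starting intensity during 10 to 20 s after thallium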
Target sequence (Q9H2X9 whole entry, looked up): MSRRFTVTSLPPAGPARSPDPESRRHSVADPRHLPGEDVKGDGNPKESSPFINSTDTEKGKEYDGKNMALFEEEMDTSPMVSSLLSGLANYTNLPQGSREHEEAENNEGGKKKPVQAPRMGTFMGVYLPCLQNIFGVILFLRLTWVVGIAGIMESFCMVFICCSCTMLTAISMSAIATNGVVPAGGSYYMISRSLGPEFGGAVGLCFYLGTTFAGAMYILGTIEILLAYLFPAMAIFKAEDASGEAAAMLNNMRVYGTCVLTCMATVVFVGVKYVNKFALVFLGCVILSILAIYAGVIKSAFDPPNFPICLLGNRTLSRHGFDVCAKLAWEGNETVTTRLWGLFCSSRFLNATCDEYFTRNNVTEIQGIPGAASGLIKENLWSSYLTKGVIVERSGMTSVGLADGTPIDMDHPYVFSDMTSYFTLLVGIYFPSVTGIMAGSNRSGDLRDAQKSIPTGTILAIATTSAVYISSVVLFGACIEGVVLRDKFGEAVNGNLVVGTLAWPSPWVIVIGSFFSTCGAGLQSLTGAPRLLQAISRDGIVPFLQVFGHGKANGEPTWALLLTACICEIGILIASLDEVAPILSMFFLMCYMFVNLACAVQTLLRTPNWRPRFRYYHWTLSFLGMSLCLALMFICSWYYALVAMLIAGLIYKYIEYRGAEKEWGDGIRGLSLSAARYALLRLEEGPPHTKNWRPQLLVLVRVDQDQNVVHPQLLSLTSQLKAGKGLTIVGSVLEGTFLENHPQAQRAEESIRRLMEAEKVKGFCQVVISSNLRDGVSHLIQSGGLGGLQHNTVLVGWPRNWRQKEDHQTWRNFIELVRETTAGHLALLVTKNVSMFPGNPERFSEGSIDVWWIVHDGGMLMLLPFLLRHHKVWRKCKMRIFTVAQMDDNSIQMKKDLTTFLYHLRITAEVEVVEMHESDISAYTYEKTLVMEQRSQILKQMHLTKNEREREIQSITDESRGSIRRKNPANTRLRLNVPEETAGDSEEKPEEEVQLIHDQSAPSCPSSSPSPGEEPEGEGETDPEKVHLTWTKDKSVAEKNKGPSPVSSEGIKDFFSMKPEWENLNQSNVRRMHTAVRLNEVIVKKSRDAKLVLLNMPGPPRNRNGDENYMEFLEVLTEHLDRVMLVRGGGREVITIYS
thrombin 1536 – inhibitors of human thrombin. AID 1046. alpha-thrombin, Boc-VPR-AMC fluorogenic substrate cleavage. 220,000 compounds, 0.26% hits. inhibition, % at 5 µM. P00734;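 active = inhibition at or above 40%; inactive = inhibition below 40%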;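 note: 0% = enzyme with no compound and 100% = wells without enzyme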
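Material: human alpha-thrombin protein; Also added: Boc-VPR-AMC substrate, 15 µM final; Timing: enzyme reaction carried out at room temperature; Signal: fluorescence, ex 355 nm, em 460 nm; Measure: % inhibition of thrombin; Controls: enzyme without compound as high, wells lacking enzyme as low.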
TNF necrop inh – blocks TNF-alpha induced death of Jurkat FADD-/- cells; Jurkat FADD-/- TNF necroptosis rescue, ATP luminescence, 24 h; 0 = TNF only, 100 = no-TNF cells; activation (protection from cell death), % at 10 µM; 220,000 compounds, 0.068% hits;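 active = activation, meaning protection from cell death, of at least 50% relative to plate controls; inactive = activation below 50%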;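 note: necroptosis triggered by 40 ng/mL TNF-alpha added together with compound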
Rad51 HR inh – Rad51 (human) homologous recombination inhibition. AID 1385. hRad51 DNA strand exchange, fluorescence dequenching. 200,000 compounds, 0.085% hits. inhibition, % at 10 µM;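 active = inhibition above 40% at the single screening dose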;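 note: 0% = DMSO control wells and 100% = blanks with heterologous ssDNA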
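Test system – preformed human Rad51 ssDNA filaments · Reagent – Donor/quencher-labelled 47-bp dsDNA substrate · Incubation – 37 °C 15-min filament assembly, 30-min compound preincubation, 15-min exchange · Signal – FRET fluorescence dequenching, excitation 485 nm, emission 520 nm · Read-out – percent inhibition from fluorescence, normalised to plate control and blank means · Benchmarks – plate control and blank wells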
Active calls of the source: *; nt = not tested or not shown. This is a subset; rates above refer to the full screens.

Results follow in this order: L929 necroptosis, FXIIa inh 1536, Rad51 HR inh, KLK5 inh, FXIa inh, TNF necrop inh, Cl transport mod, Hck-Nef inh, thrombin 1536
COc1ccc(C2C(C#N)=C(N)Oc3c2c(C)nn3-c2ccccc2)cc1Cn1nc(C)c([N+](=O)[O-])c1C (stereo not drawn)
    -0.1, 9.7, -4.4, -16.8, 0.9, -0.6, 0.0226, 1.9, -1.6
CC(C)Cc1nnc(NC(=O)c2cc(-c3ccccc3)nc3ccccc23)s1
    0.4, 22.8, 6.4, 24.0, 15.7, -2.0, -0.467, 0.2, 11.0
CCOc1ccc2[nH]c3c(N4CCN(C(=O)c5ccco5)CC4)ncnc3c2c1
    1.7, 2.5, -4.3, 4.5, 6.6, -3.3, -0.523, -0.5, -2.4
COc1ccc(NC(=O)Nc2cccnc2)c(OC)c1
    1.1, -1.8, nt, nt, -2.1, 1.6, 0.36, -14.1, -10.6
C/C(CC(=O)Nc1ccc([N+](=O)[O-])cc1)=N/NC(=O)C1C2CCCCC21 (stereo not drawn)
    1.5, 8.3, 13.2, 1.6, -1.4, 2.5, -1.01, 14.4, -4.0
CC(=O)Nc1cc(-c2nn3c(C)nnc3s2)ccc1C
    0.4, 6.8, -8.1, 1.1, -5.8, -0.5, -0.125, -1.0, -5.1
COc1cccc(C2(O)CCN(C(=O)C3CCC3)CC2)c1
    0.6, 8.5, -0.9, -26.4, 1.4, 1.1, 0.939, 3.7, -5.3
O=C(O)c1ccc(NCc2cccnc2)cc1
    0.0, 23.1, 10.3, -11.4, 10.8, -1.6, nt, -0.2, -7.3
CC(C)(C)C1CCc2c(sc(N)c2C(N)=O)C1 (stereo not drawn)
    0.3, 4.2, -4.4, -22.6, 4.3, -2.0, -0.156, -27.2, -3.1
COc1ccc(S(=O)(=O)N(CC(=O)N2CCN(c3ccccc3OC)CC2)c2ccccc2)cc1
    1.2, 15.1, nt, -3.6, 3.0, -8.1, -0.857, 2.5, 3.1
CN1CCN(CCC2Oc3cc([N+](=O)[O-])ccc3NC2=O)CC1 (stereo not drawn)
    -0.1, 5.1, nt, nt, 0.5, 0.5, nt, -5.3, -7.0
Cc1ccc(-c2n[nH]c(=O)c3ccccc23)cc1S(=O)(=O)NC(C)(C)C
    0.7, 10.0, 6.8, 2.8, 6.9, -0.1, -0.484, 17.3, nt
Cc1ccc(-c2nnn(CC(=O)N(CC(=O)NC3CCCC3)c3cnc4ccccc4c3)n2)o1
    -0.3, 4.5, 7.4, 4.7, 2.0, -1.8, 0.0334, -2.7, -0.9
COc1cccc(OC)c1C(=O)OCC(=O)NC(=O)NCc1ccccc1
    8.2, 12.3, 11.2, 10.3, 1.5, 0.5, -2.53, 21.3, -5.3
CC(C)OC(=O)CSc1nnc(-c2ccccn2)n1-c1ccccc1
    -0.4, 11.3, -1.1, -1.2, 2.9, -0.5, nt, 6.0, 4.0
COc1ccccc1N(CC(=O)NCCC1=CCCCC1)S(=O)(=O)c1ccccc1
    3.0, 6.2, 30.1, -6.2, -2.0, -0.2, -1.16, 1.2, -0.3
O=C(COn1nnc2ccc(C(F)(F)F)cc21)Nc1c(Cl)cccc1Cl
    -0.1, 10.5, 13.1, -10.4, 5.9, 1.7, -0.0573, 3.7, -0.1
O=C(Nc1ccc(N2CCN(C(=O)c3ccco3)CC2)c(Cl)c1)c1cccnc1
    6.5, 11.7, -0.4, -5.5, -3.2, 2.8, 6.73e-05, 18.1, 0.5
CC1(C)N([O-])C(c2ccccc2)=C[N+](=O)C1(C)C
    0.1, 0.8, -0.6, -3.8, -5.5, -3.1, 0.102, 0.0, -2.0
COc1ccc(-c2nc(NC(=O)CSc3nnc(C)s3)ns2)cc1
    0.6, 17.0, -1.4, -8.8, -1.7, 2.3, 1.17, 0.7, 7.6

Three compounds out of the list, arranged by heavy-atom count, lowest first:
Results follow in this order: L929 necroptosis, FXIIa inh 1536, Rad51 HR inh, KLK5 inh, FXIa inh, TNF necrop inh, Cl transport mod, Hck-Nef inh, thrombin 1536
CN1CCN(CCC2Oc3cc([N+](=O)[O-])ccc3NC2=O)CC1 (stereo not drawn)
    -0.1, 5.1, nt, nt, 0.5, 0.5, nt, -5.3, -7.0
COc1cccc(OC)c1C(=O)OCC(=O)NC(=O)NCc1ccccc1
    8.2, 12.3, 11.2, 10.3, 1.5, 0.5, -2.53, 21.3, -5.3
O=C(Nc1ccc(N2CCN(C(=O)c3ccco3)CC2)c(Cl)c1)c1cccnc1
    6.5, 11.7, -0.4, -5.5, -3.2, 2.8, 6.73e-05, 18.1, 0.5

(cont.)
Results follow in this order: L929 necroptosis, FXIIa inh 1536, Rad51 HR inh, KLK5 inh, FXIa inh, TNF necrop inh, Cl transport mod, Hck-Nef inh, thrombin 1536
COc1ccc(C(=O)N/C(=C\c2ccccc2)C(=O)NC(CC(C)C)C(=O)O)cc1 (stereo not drawn)
    3.2, 10.3, 17.3, 1.5, 0.8, 0.1, 0.74, 59.7*, 4.0
O=C(O)c1ccc2c(c1)C(=O)N(c1cccc(C(=O)/C=C/c3ccccc3)c1)C2=O
    3.6, 1.1, 2.9, -0.7, -3.8, 1.6, -1.12, 35.1, -9.0
CCOc1cc(/C=C/c2nc3ccccc3s2)ccc1OCC(=O)N1CCOCC1
    2.0, -1.6, 10.8, -8.3, -7.6, -3.9, -1.27, 12.1, -11.3
Fc1ccc(-c2cc(-c3cccs3)cc(-c3ccccc3)n2)cc1
    0.1, -2.1, 20.3, -3.8, -1.2, 0.9, -0.601, 9.9, -7.1
O=C(Cn1[nH]c(=O)c2ccccc2c1=O)OCC(=O)N1CCc2ccccc2C1
    -0.1, -5.9, 0.2, 4.9, -7.5, -2.0, -1.62, 6.4, -0.9
Cc1ccc(C(=O)N2CCN(c3ccc([N+](=O)[O-])c(N4CCOCC4)c3)CC2)cc1
    2.2, 7.7, -0.1, 1.9, 0.3, 1.4, -2.02, 0.4, -13.3
Cn1nccc1CNC(=O)c1ccnn1C
    0.7, 7.9, nt, -6.0, 1.4, 2.1, -0.0374, -28.6, 3.2
COc1cccc(C2=NOC(C(=O)Nc3ccc4c(c3)OCO4)C2)c1 (stereo not drawn)
    1.2, 0.8, 8.0, -5.5, -4.1, 1.9, 0.259, 29.4, 4.2
OCCC1CN(Cc2cnc(N3CCCC3)s2)CCN1C1CCCC1 (stereo not drawn)
    -0.5, 11.9, -6.8, nt, 1.0, -0.1, 0.409, 2.7, -2.8
O=C(Cc1ccccc1)N/N=C/c1cc2c(cc1Cl)OCO2
    0.6, 9.0, nt, -9.9, 5.5, -1.2, 0.595, 1.9, -1.2
COCCNC(=O)NC(=O)CN1CCCc2ccccc21
    0.4, 7.2, -12.2, 3.3, -0.7, -0.4, 0.574, 20.3, -1.4
Cc1cc(Nc2ccccc2)c2c([N+](=O)[O-])ccc(C)c2n1
    -0.6, 15.0, -1.8, -14.6, 8.5, -2.4, -1.28, 4.3, -3.9
Cc1ccc(CN=C2Nc3ccccc3CS2)cc1
    0.3, 2.8, 0.8, 6.5, 3.7, 1.4, -1.54, 3.3, 3.0
O=C(COC(=O)CNC(=O)c1ccc(Br)o1)Nc1ccc2c(c1)OCCO2
    -0.2, -4.1, -9.6, -4.2, -1.6, -2.8, -0.000922, 3.1, -4.5
CC1(C)C=Cc2cc3ccc(=O)oc3cc2O1
    1.0, 4.2, 3.4, -2.2, 0.4, -0.1, -0.432, 28.5, 0.4
Cc1c(C(=O)O)oc2ccc(S(=O)(=O)NCc3ccccc3)cc12
    0.2, 13.8, 1.6, -26.5, 5.8, -0.2, 0.178, -0.9, 1.7
CCCCNC(=S)N1CCN(C(c2ccccc2)c2ccccc2)CC1
    4.8, 1.0, 15.1, -6.0, -5.9, 0.7, 0.399, 16.8, -7.3
Cc1ccc(S(=O)(=O)NC(CC(=O)O)c2ccccc2)cc1 (stereo not drawn)
    0.0, -0.6, 4.7, -0.4, -6.2, -1.2, 0.758, 0.0, -6.4
Cc1ccn2c(C(=O)c3ccc(Cl)cc3)cnc2c1
    61.9, 20.6, -3.6, -1.5, 7.4, -2.3, 0.0802, 0.6, 2.9
Cc1cccc(C(=O)Nc2cccc(-c3ccc4nncn4n3)c2)c1
    7.0, 2.0, 3.2, -7.8, -3.7, -0.6, -0.792, 18.1, -8.9
COc1ccc(C2C(C(C)=O)=C(O)C(=O)N2c2nc3ccccc3s2)cc1OC (stereo not drawn)
    0.3, 4.6, -21.7, -5.4, -1.9, 0.8, -0.404, -6.4, 6.3
CCN(Cc1cnn(C)c1)Cc1nc(Cc2ccccc2Cl)no1
    2.8, 10.9, 1.9, 4.4, -0.3, -0.5, -0.555, 18.6, -4.9
COc1ccc(C2C(C(=O)OCC(=O)NC(C)(C)C)CCC(=O)N2c2ccc(C)cc2)cc1OC (stereo not drawn)
    -0.6, -4.1, 3.2, -10.9, 1.8, 1.5, 0.14, 3.7, -1.5
CS/C(N)=N/N=C/c1cc(C)ccc1O
    23.5, 5.1, nt, 3.2, 4.2, -24.6, 0.531, 43.2, -12.5
CS(=O)(=O)Nc1cccc(C2=NN(S(=O)(=O)c3ccccc3)C(c3cccs3)C2)c1 (stereo not drawn)
    -0.1, 5.4, -7.4, -16.2, 0.3, -0.2, nt, 2.9, 1.2
Cc1ccccc1NC(=O)CCN1CCc2ccccc2C1
    15.7, 9.2, 3.4, -6.6, -4.5, 0.9, -0.582, 17.9, -2.6
CN(CC(=O)Nc1ccccc1F)CC(=O)Nc1ccccc1Br
    -0.3, 5.6, 15.7, -6.3, -3.0, 2.2, 0.369, 14.6, -8.1
O=C(Cc1nnc(NC(=O)Nc2ccccc2F)s1)NCc1ccccc1
    1.5, 5.8, 19.6, -1.6, -0.3, 1.8, -0.142, 6.2, -2.0
Cc1ccc(NC(=O)c2nc[nH]c2C(=O)N[C@@H](C)C(=O)OC(C)(C)C)cc1
    0.2, 10.2, 0.6, -4.3, 1.9, 1.3, 1.23, 26.4, -0.6
COc1cc(/C=N/NC(=O)c2nonc2C)ccc1O
    0.7, 12.1, 3.0, 0.5, 0.3, -0.2, -0.729, 2.9, -1.4
COc1ccc(N2C(=O)CC(Sc3nnnn3-c3ccc(F)cc3)C2=O)cc1 (stereo not drawn)
    0.1, 4.2, 6.1, -1.2, -1.9, -13.8, -0.0829, -10.9, -9.5
CCOc1cc(CNc2ccc(OC)cc2)cc(Br)c1OCC(=O)NC(C)(C)C
    -0.1, -6.3, 4.0, 11.1, -9.2, -3.7, nt, -0.2, -3.1
COc1ccc(NC(=O)Nc2ccc(F)cc2F)cc1
    4.1, 2.8, 5.1, 1.0, 15.6, 4.6, 0.317, -5.0, 2.2
